# BLM helicase inh: Bloom syndrome helicase (human) inhibition. P54132. recombinant BLM DNA unwinding, fluorescence dequenching. Potency, µM (series often up to 56.1 µM), inactives show at the top dose activity change, negative = inhibition, hits mostly inhibitors. 0.2% of 350,000 active. AID 2528;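 further: plate controls were vehicle for no effect and no enzyme for full effect; nearly all actives have a fitted effect of over 35% in size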
# Apoferritin bind: binds horse apoferritin like a general anesthetic; P02791; apoferritin/1-aminoanthracene competitive binding, fluorescence; Potency, µM (top dose mostly 77.5 µM), inactives show at the top dose activity change, negative = displacement, actives largely listed as inhibitors; 0.074% of 350,000 active; further: on the % scale 0 is the no-effect control and ±100 the full control effect; nearly all actives have a fitted effect of over 20% in size
#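 Apoferritin-based anesthetic binding model; compound displacement of fluorescent 1-AMA measured as endpoint fluorescence after 10 minutes at room temperature, scaled to free-ligand and complex controls.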
# POLB inh: inhibitors of human DNA polymerase beta | P06746 | Pol beta primer extension/strand displacement, fluorescence kinetic | AID 485314 | 1.3% of 340,000 active | Potency, µM (titrated, usually from 114 µM), for the others: top-dose activity change, negative = inhibition, usual class: inhibitors; further: on the % scale 0 is the no-effect control and ±100 the full control effect
#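 Enzyme-only controls used 10 nM Pol beta; buffer lacking enzyme served as negative control. Compound preincubated 15 min, then 50 nM substrate added; 0 and 10 min reads at room temperature.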
# Pol iota inh: inhibitors of human DNA polymerase iota; 1% of 390,000 active; Pol iota fluorescent replication assay, 10 min; Q9UNA4; AID 588590; Potency, µM (series often up to 115 µM), without a hit: at the highest dose activity, negative = inhibition, usual class: inhibitors
#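 Pol iota at 10 nM preincubated 15 min with compounds at room temperature; reaction started with fluorescent substrate, 50 nM final. Fluorescence read kinetically at 0 and 10 min; buffer-only wells as negative control.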
# Pol kappa inh: DNA polymerase kappa (human) inhibition. Q9UBT6. purified Pol kappa, fluorescent DNA synthesis assay, 10 min. Potency, µM (highest dose often 107 µM), for the others: top-dose activity, negative = inhibition, usual class: inhibitors. 0.53% of 400,000 active; further: on the % scale 0 is the no-effect control and ±100 the full control effect
# Target sequence (Q9UBT6 whole entry, looked up): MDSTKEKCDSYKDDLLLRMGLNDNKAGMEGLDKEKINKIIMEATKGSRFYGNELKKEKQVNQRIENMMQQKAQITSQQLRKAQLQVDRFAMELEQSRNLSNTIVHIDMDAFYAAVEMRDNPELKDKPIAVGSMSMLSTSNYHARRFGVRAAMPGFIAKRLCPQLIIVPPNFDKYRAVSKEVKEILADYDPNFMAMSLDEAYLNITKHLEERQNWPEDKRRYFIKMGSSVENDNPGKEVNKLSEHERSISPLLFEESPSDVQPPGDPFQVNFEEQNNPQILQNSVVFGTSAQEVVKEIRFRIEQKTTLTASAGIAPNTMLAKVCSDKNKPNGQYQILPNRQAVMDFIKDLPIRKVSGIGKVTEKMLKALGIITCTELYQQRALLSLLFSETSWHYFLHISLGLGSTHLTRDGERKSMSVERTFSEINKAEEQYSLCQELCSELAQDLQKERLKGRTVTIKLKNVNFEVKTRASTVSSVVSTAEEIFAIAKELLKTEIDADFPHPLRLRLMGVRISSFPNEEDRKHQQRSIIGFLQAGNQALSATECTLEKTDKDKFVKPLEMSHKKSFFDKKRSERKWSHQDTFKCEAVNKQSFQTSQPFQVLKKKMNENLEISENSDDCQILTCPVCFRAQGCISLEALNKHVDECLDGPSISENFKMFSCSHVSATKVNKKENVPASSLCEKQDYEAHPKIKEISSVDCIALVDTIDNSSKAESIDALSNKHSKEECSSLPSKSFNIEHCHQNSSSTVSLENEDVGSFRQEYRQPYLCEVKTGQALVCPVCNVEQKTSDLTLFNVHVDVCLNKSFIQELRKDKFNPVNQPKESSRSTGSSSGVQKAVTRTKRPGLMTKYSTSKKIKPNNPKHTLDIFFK
#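 Inhibition of 10 nM Pol kappa is measured by a fluorescent read-out at 0 and 10 min following addition of 50 nM substrate (final), with a 15-min room-temperature compound preincubation.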
# Pol eta inh: blocks human DNA polymerase eta activity; Q9Y253; recombinant Pol eta, fluorescent DNA replication assay; Potency, µM (highest dose often 114 µM), without a hit: at the highest dose activity change, negative = inhibition, actives largely listed as inhibitors; 1.2% of 390,000 active; further: on the % scale 0 is the no-effect control and ±100 the full control effect
#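 Pol eta at 10 nM preincubated with compounds 15 min at room temperature; reaction started with fluorescent substrate (50 nM final) and read kinetically at 0 and 10 min.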
# G9a inh: G9a (human) methyltransferase inhibition. Q96KQ7. G9a H3K9 monomethylation, AlphaScreen, 2 h. Potency, µM (highest dose often 102 µM), without a hit: at the top dose activity, negative = inhibition, actives largely listed as inhibitors. 8.8% of 350,000 active. AID 504332; further: on the % scale 0 is the no-effect control and ±100 the full control effect; nearly all actives have a fitted effect of over 75% in size
#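 G9a (20 nM) was preincubated 15 min with compound, then reacted 2 h at room temperature with 500 nM biotin-H3K9 peptide and 20 µM SAM. Monomethyl-H3K9 detected by AlphaScreen using anti-H3K9me1 antibody.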
# APE1 inh: APE1 (human) endonuclease inhibition; P27695; recombinant APE1, TAMRA/BHQ-2 abasic DNA cleavage fluorescence; Potency, µM (highest dose often 65.8 µM), without a hit: at the highest dose activity change, negative = inhibition, actives largely listed as inhibitors; 0.35% of 350,000 active; AID 2517;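 further: plate controls were vehicle for no effect and reference inhibitor for full effect; nearly all actives have a fitted effect of over 55% in size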
#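 Step 1: APE1 (0.75 nM) with compound, 15 min RT. Step 2: add 50 nM fluorophore/quencher THF duplex. Step 3: three fluorescence reads 60 s apart (525/598 nm); read 3 minus read 1 = reaction progress.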
# BAZ2B inh: inhibitors of human BAZ2B bromodomain; 4.4% of 360,000 active; AID 504333; Q9UIF8; AlphaScreen BAZ2B-H3K14Ac peptide displacement; Potency, µM (titrated, usually from 114 µM), without a hit: at the top dose activity change, negative = inhibition, usual class: inhibitors; further: on the % scale 0 is the no-effect control and ±100 the full control effect; nearly all actives have a fitted effect of over 60% in size
#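 Protein-peptide AlphaScreen: BAZ2B 50 nM, b-H3K14Ac 50 nM, 1x PBS pH 7.4 + 0.01% Tween-20. Preincubation 30 min RT; cpd 30 min RT (top 110 uM); beads 20 min RT, light-protected.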
# An asterisk follows results filed as active; ? = inconclusive; . = no result given; [ ] = remark or other dose. The call rests on the fitted dose curve; in most records, active means well fitted curve in the direction sought with a large enough effect; inconclusive means small, poorly fitted or top-dose-only effect, or another doubt; inactive means no such curve, though single readings can be large; an effect the other way counts as inactive or inconclusive. Potency means the concentration at half of the fitted maximal effect. Only part of the results is shown (hit frequency here may not be typical).
Structure	BLM helicase inh	Apoferritin bind	POLB inh	Pol iota inh	Pol kappa inh	Pol eta inh	G9a inh	APE1 inh	BAZ2B inh
CCOc1cc(C2C(C#N)=C(N)Oc3n[nH]c(C)c32)ccc1OCCN1CCOCC1 (stereo unspecified)	4%	-3%	14%	11%	3%	-11%	-7%[12.7 µM]	12%	-5%
CC1(C)C(=O)N(CC(=O)Nc2ccc(OC(F)(F)F)cc2)c2ccccc21	-6%	-18%	-21%	25%	-8%[60.1 µM]	-25%	15%[59 µM]	.	6%
CC1CCC(NC(=O)c2ccc3c(c2)N(Cc2ccccc2)C(=O)c2ccccc2S3(=O)=O)CC1 (stereo unspecified)	-7%	50%[activator]	-4%	-14%	-15%	.	-38%[59 µM]	.	-8%
O=C(NCCc1ccccc1)C(=O)N/N=C/c1ccc2c(c1)OCO2	0%	-11%	-1%	4%	-11%	3%	-34%	2%	-26%[57.1 µM]
COc1cc(C2Nc3cccc4cccc(c34)N2)ccc1OC(C)=O	-3%	-17%	-22%	?	-19%	14µM*	14µM*	-4%	?
CCn1c(SCC(=O)NC)nnc1C(C)C	1%	-10%	9%	-4%	-6%	12%	4%[59 µM]	-4%	2%
N#Cc1nc(Cc2ccccc2)oc1NCc1ccccc1Cl	5%	-7%	-2%	1%	-10%	-7%	6%[2.33 µM]	2%	?
CCOC(=O)C1CCCN(C(=O)c2ccc(C)c([N+](=O)[O-])c2)C1 (stereo unspecified)	2%	-10%	1%	7%	0%	-17%	1%[59 µM]	21%	4%
COc1ccc(NC(C)=O)cc1S(=O)(=O)Nc1cccc(S(=O)(=O)NC2=NCCC2)c1	.	.	.	20%	13%	-18%	21%[12.7 µM]	-18%	10%
O=C(OCCN1C(=O)c2ccccc2C1=O)C1CCN(S(=O)(=O)c2cccs2)CC1	1%	?	13%	-4%	-2%	-13%	-31%	-2%	-3%
COc1ccc2c(C(=O)c3ccc(C)cc3)n(Cc3ccc(C(N)=O)cc3)[n+]([O-])c2c1	.	.	.	-8%	-2%	-15%	-6%[2.33 µM]	0%	?
CN1CCc2c(C#N)c(N3CCOCC3)nc(NCC3CCCO3)c2C1 (stereo unspecified)	-4%	64%[activator]	1%	25%	0%	-8%	.	-1%	-2%
O=C(CCc1nc(-c2ccccc2)no1)NC1CCCCC1	-11%	-15%	7%	4%	11%	-1%	?	1%	11%
O=C(O)/C=C/c1ccc(S(=O)(=O)Nc2ccc(C(=O)NCC(=O)O)cc2)cc1	-2%	-9%	-16%	?	?	18µM*	-51%	?	-32%
COc1cc(C2Nc3ccccc3C(=O)N2c2ccc(Cl)cc2)c(Cl)cc1OCC(=O)O (stereo unspecified)	0%	144%[activator]	?	4%	-14%	-3%	-11%	-3%	-2%
C[C@H](N)C(=O)N[C@@H](Cc1ccc(F)cc1)C(=O)N[C@@H](CCCN=C(N)N)C(=O)N[C@@H](CC1CCCCC1)C(=O)N[C@@H](CCCCN=C(N)N)C(=O)N[C@@H](Cc1ccc(O)cc1)C(N)=O	28%	-5%	.	.	12%[60.1 µM]	.	.	0%	.
CCc1cc(C(=O)NNC(=S)NC2CCCCC2)cs1	-2%	-22%	-3%	21%	11%	-4%	.	0%	-4%
NC(=O)C(=O)NCCCN1CCOCC1	-5%	-16%	21%	-7%	-15%	-17%	.	5%	-12%
Cc1cccc(Nc2ccccc2C(=O)OCC(=O)N(C)C2CCS(=O)(=O)C2)c1C (stereo unspecified)	-15%	-12%	18%	-21%	-16%	-13%	-13%[59 µM]	8%	-6%
CC(=O)Nc1ccc(Sc2ncccc2C(=O)Nc2cc(Cl)cc(Cl)c2)cn1	-2%	-9%	0%	9%	-1%	-9%	?	19%	?
CN(C)S(=O)(=O)c1ccc(NC(=O)CSc2nc3ccccc3n2-c2ccccc2)cc1	-10%	-1%	12%	44%[activator]	-4%	-10%	-5%[59 µM]	-9%	-27%
CC1CCCC(NC(=O)CCC(=O)N2CCOc3ccccc32)C1C (stereo unspecified)	-10%	?	0%	13%	-4%	1%	23%[0.501 µM]	-11%	-4%
CC(C)c1ccccc1OCCNS(C)(=O)=O	-3%	-13%	1%	4%	2%	-3%	-13%	1%	3%
CCOC(=O)c1c(C)[nH]c(C(=O)COC(=O)[C@H](C)NC(=O)c2ccccc2Cl)c1C	-4%	-5%	-1%	13%	-4%	-23%	11%[59 µM]	5%	-11%
CCc1ccc2nc3sc(C(=O)Nc4nnc(CC)s4)c(N)c3cc2c1	?	?	25µM*	22µM*	?	50µM*	-8%[12.7 µM]	-8%	-38%
NC(=O)C1=C[C@H](c2coc3ccccc3c2=O)C[C@H](OCc2ccc(CO)cc2)O1	1%	-15%	0%	22%	2%	1%	-1%[12.7 µM]	1%	-13%
CC1(C)CC(N2CCN(Cc3ccccc3)CC2)=CC(=[N+]2CCCCC2)C1	1%	-8%	27%	?	-10%	1%	?	2%	-20%
C/C(=N/Oc1nc(C)cc(C)n1)c1ccc(Cl)cc1Cl	-1%	-23%	6%	15%	-15%	-15%	0%[59 µM]	-5%	1%
Clc1nnc(Cl)c2c1ncn2Cc1ccccc1	-3%	3%	12%	-18%	-3%	-2%	7%	32%	4%
O=C(COc1cc2oc(=O)c3c(c2cc1Cl)CCC3)NCCN1CCOCC1	-7%	9%	0%	33%[activator]	7%	0%	?	0%	-4%[57.1 µM]
O=C(COc1ccccc1)NC(=S)Nc1cccc2cc(O)ccc12	-8%	-20%	9%	70%[activator]	-15%	-18%	-12%	30%	-38%
Cc1ccc(OCC(=O)Nc2ccc(S(=O)(=O)N3CCN(C)CC3)cc2)cc1	2%	?	-19%	3%	-10%	-15%	11µM*	-5%	-37%
COc1ccc(NC(=O)NCCCN2CCN(c3cc(C)ccc3C)CC2)cc1	5%	-14%	?	25%	0%	-24%	-21%[59 µM]	0%	-34%
Cc1ccc(S(=O)(=O)NC(=O)c2cc(C)n(CCCn3ccnc3)c2C)cc1	-2%	-9%	1%	11%	-5%	-8%	?	3%	32µM*
Cc1ccc(CNC(=O)COC(=O)c2ccc(S(=O)(=O)N(C)C)cc2)cc1	2%	-3%	-1%	-10%	-2%	-14%	3%	7%	.
CCOc1ccc(NS(=O)(=O)c2coc(C(N)=O)c2)cc1	1%	-12%	-8%	8%	1%	-15%	-6%	9%	-34%
Cc1ccc(NC(=O)c2cnccn2)cc1S(=O)(=O)N(C)C	3%	2%	39%	9%	-6%	-13%	-19%[59 µM]	9%	6%
CCN(CC)C(=O)CN1C(=O)COCC1=O	-3%	-19%	0%	-11%	-5%	-11%	2%[12.7 µM]	1%	5%
CC(=O)c1cccc(NC(=O)CN2C(=O)CN(C)C(=O)c3ccccc32)c1	1%	6%	29%	8%	-4%[60.1 µM]	-21%	1%[59 µM]	.	-12%
CC#CC(=O)N1CCC(Oc2cccc(C(=O)NCc3ccccn3)c2)CC1	-3%	-5%	28%	4%	-11%	-3%	29%	-9%	-1%

# In the list so far, 7 have a Cl atom:
Structure	BLM helicase inh	Apoferritin bind	POLB inh	Pol iota inh	Pol kappa inh	Pol eta inh	G9a inh	APE1 inh	BAZ2B inh
N#Cc1nc(Cc2ccccc2)oc1NCc1ccccc1Cl	5%	-7%	-2%	1%	-10%	-7%	6%[2.33 µM]	2%	?
COc1cc(C2Nc3ccccc3C(=O)N2c2ccc(Cl)cc2)c(Cl)cc1OCC(=O)O (stereo unspecified)	0%	144%[activator]	?	4%	-14%	-3%	-11%	-3%	-2%
CC(=O)Nc1ccc(Sc2ncccc2C(=O)Nc2cc(Cl)cc(Cl)c2)cn1	-2%	-9%	0%	9%	-1%	-9%	?	19%	?
CCOC(=O)c1c(C)[nH]c(C(=O)COC(=O)[C@H](C)NC(=O)c2ccccc2Cl)c1C	-4%	-5%	-1%	13%	-4%	-23%	11%[59 µM]	5%	-11%
C/C(=N/Oc1nc(C)cc(C)n1)c1ccc(Cl)cc1Cl	-1%	-23%	6%	15%	-15%	-15%	0%[59 µM]	-5%	1%
Clc1nnc(Cl)c2c1ncn2Cc1ccccc1	-3%	3%	12%	-18%	-3%	-2%	7%	32%	4%
O=C(COc1cc2oc(=O)c3c(c2cc1Cl)CCC3)NCCN1CCOCC1	-7%	9%	0%	33%[activator]	7%	0%	?	0%	-4%[57.1 µM]
